# Tat export inh – E. coli Tat export inhibitors, primary screen, MC4100, TorA-mCherry reporter, fluorescence, single point | inhibition, % at 10 µM | 340,000 tested, 0.036% active;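 active means mean replicate inhibition at least 50% and at least half of replicates individually reaching 50%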;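 further: exported cargo escapes ClpAP degradation while cytoplasmic cargo is degraded and loses fluorescence; 0% = median of neutral control wells and 100% = median of NaSCN control wells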
# Wnt act – Wnt/beta-catenin pathway activators, primary screen, cell-based, plate reader, single point; Wnt/beta-catenin reporter cell assay, activator; activation, % at 9.35 µM; 300,000 tested, 1.2% active; AID 743398, 2014; in the data active means activation above about 30%, passing the limit was not always enough;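 further: 0% = neutral control wells and 100% = positive control wells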
# Ecoli viability – E. coli V3065 growth inhibition, primary screen, counter-screen for AddAB inhibitor project, absorbance, OD600 | 18 h | inhibition, % at 11.9 µM | 330,000 tested, 0.27% active | AID 449728, 2010;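 active means inhibition above the campaign's mean inhibition across all tested compounds plus 3 SD, cut at about 9.9% in these data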;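 further: uninfected addAB+ strain grown without phage in ampicillin broth; 0% = DMSO wells and 100% = ciprofloxacin 0.95 µg/ml wells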
# phage Ecoli inh – growth loss of phage-infected E. coli, primary screen, RecBCD inhibitor project, absorbance, with phage, HTS | 360,000 tested, 0.26% active | inhibition, % at 11.9 µM; in the data active means inhibition above about 11%
# AddAB inh – growth inhibition of E. coli expressing H. pylori AddAB, primary screen, AddAB inhibitor project, absorbance. 330,000 tested, 0.29% active. inhibition, % at 11.9 µM; in the data active means inhibition above about 12%;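 further: 0% = vehicle wells of infected cells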
# DAGLB inhibitor – DAGLB lipase inhibitors, primary screen, biochemical, fluorescence, HTS; Diacylglycerol lipase-beta (Homo sapiens), Q8NCG7; HEK293T DAGLB membrane lysate, EnzChek fluorogenic substrate; inhibition, % at 5.17 µM; 340,000 tested, 0.059% active; in the data active means inhibition above about 34%;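 further: 0% = enzyme with vehicle and 100% = wells lacking enzyme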
# Target sequence (Q8NCG7 whole entry, looked up): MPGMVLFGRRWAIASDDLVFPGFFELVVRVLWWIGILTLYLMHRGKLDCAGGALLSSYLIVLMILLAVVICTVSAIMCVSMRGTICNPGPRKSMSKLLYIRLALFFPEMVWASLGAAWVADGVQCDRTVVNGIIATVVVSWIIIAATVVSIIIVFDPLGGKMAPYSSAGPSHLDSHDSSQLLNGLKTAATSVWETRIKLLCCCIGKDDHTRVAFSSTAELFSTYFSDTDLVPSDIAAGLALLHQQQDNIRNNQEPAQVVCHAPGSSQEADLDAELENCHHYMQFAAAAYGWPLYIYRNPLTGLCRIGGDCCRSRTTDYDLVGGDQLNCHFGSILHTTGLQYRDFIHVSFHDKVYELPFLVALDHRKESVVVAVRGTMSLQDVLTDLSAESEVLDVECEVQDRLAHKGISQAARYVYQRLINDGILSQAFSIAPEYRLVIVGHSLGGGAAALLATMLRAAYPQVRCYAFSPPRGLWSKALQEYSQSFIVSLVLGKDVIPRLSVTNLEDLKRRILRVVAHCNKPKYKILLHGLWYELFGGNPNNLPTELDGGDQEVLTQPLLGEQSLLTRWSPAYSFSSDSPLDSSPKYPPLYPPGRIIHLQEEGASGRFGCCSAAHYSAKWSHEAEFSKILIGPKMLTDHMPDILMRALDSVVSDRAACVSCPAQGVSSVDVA
# PvdQ inh – P. aeruginosa PvdQ acylase inhibitors, primary screen, biochemical, fluorescence, plate reader and imaging, single point; PvdQ acylase [Pseudomonas aeruginosa LESB58]; purified PvdQ acylase; inhibition, % at 10 µM; 340,000 tested, 0.063% active; AID 488965, 2010; in the data active means inhibition above about 30%, passing the limit was not always enough;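 further: 0% = vehicle neutral wells and 100% = reference inhibitor wells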
# PfHsp90 set2 – growth inhibition of PfHsp90-expressing yeast, primary screen, antimalarial PfHsp90 inhibitor project, S. cerevisiae, BacTiter-Glo luminescence, single point, set 2. BacTiter-Glo ATP, 48 h; yeast lacking PDR1 and PDR3 efflux regulators. inhibition, % at 9.4 µM. 310,000 tested, 0.32% active;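 active means every replicate shows inhibition above about 80%, whatever the replicate mean, limit read from the data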;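 further: 0% = DMSO neutral controls and 100% = 20 µM radicicol positive controls; yeast relying on Plasmodium falciparum Hsp90 in place of its own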
# Rtt109 HAT inh – inhibitors of C. albicans Rtt109/Vps75 HAT, primary screen, biochemical, ThioGlo CoA-SH fluorescence, plate reader | 330,000 tested, 0.16% active | inhibition, % at 34.9 µM | purified Rtt109/Vps75, 4 h | Histone acetyltransferase RTT109 (Candida albicans (strain SC5314 / ATCC MYA-2876)), … | AID 540336, 2011;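 active means inhibition of at least 50% in every replicate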
# Target sequence (Q5AAJ8 whole entry, looked up): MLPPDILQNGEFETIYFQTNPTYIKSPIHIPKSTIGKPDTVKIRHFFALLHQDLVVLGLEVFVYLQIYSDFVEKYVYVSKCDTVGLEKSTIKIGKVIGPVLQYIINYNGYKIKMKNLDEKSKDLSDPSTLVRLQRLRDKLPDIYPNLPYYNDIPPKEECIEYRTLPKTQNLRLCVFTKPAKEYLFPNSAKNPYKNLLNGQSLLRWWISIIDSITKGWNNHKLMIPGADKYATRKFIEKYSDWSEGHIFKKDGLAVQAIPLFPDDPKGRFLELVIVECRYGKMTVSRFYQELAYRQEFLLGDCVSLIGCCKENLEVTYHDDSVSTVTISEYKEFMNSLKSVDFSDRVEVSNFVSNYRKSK
# CAL PDZ FP – CAL PDZ peptide-binding inhibitors, primary screen, biochemical, fluorescence polarization, Cer-tagged CAL PDZ, HTS; purified CAL PDZ, TMR-peptide fluorescence polarization, 1 h; inhibition, % at 20 µM; 330,000 tested, 0.02% active; AID 504414, 2011;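 active means highest replicate inhibition of at least 40%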;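 further: plate controls were DMSO neutral control wells for no effect and unlabeled competitor peptide control wells for full effect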
#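 Assay system – tagged CAL PDZ protein CerCALP, purified · Timing – 1 h at RT · Compound – single point, 20 µM · Measured by – fluorescence polarization from S- and P-plane intensities, G-factor corrected · Evaluation – inhibition from polarization loss · Probe or stimulus – TMR reporter peptide T*-PRC34 · Buffer or medium – pH 7.4 phosphate-saline buffer, reducing agent, detergent, IgG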
# Active calls of the source: *; x = not tested or not shown.
SMILES,Tat export inh,Wnt act,Ecoli viability,phage Ecoli inh,AddAB inh,DAGLB inhibitor,PvdQ inh,PfHsp90 set2,Rtt109 HAT inh,CAL PDZ FP
CN(C)/C=C(\C#N)C(=O)c1cccnc1Oc1ccc(F)cc1F,-8,x,-3.0,2.2,-1.3,2,-12,7,2,-0.4
O=C(O)/C=C\c1ccccc1Oc1cccc(Cl)c1,-3,0,1.6,3.4,3.1,-2,-2,-24,-17,0.1
O=C(O)CCN1CCc2ccccc2C1c1ccncc1 (stereo not given),-4,-1,3.2,-0.3,2.7,-4,10,-3,9,0.3
CCOc1cc(C=O)cc(N=Nc2cccc([N+](=O)[O-])c2)c1O,0,15,-0.3,0.9,1.3,22,-15,-9,9,-0.2
CC(C)COc1ccc2[nH]c3c(c2c1)CCCC3=O,-7,x,0.6,0.9,-1.5,-1,-18,-7,-16,-0.9
CCCc1nnc(NS(=O)(=O)c2ccc(C)cc2)o1,-2,-4,x,1.5,x,0,4,-18,-2,1.3
COP(=O)(OC)C(Nc1ccc(C)cc1)c1ccc([N+](=O)[O-])cc1 (stereo not given),-5,-1,-0.5,4.6,1.3,0,8,-10,4,0.7
O=[N+]([O-])/C(=C\Nc1ccccc1Cl)S(=O)(=O)c1ccccc1,-2,x,1.0,x,0.7,2,-16,13,-1,-0.1
O=C(O)C1CC=CCC1C(=O)Nc1cccnc1 (stereo not given),-5,x,-3.1,4.8,1.5,-2,12,1,3,-0.2
Cc1cccc(C(=O)NCC(=O)N2CCN(S(=O)(=O)c3ccc4c(c3)OCCO4)CC2)c1,0,-4,0.3,1.4,1.4,1,-8,22,7,0.6
CCCCCC(=O)Nc1ccc2oc(-c3cccnc3)nc2c1,4,x,0.2,2.4,-1.0,0,-5,28,4,-1.6
C=CCn1c(N)c(C(=O)OC(C)CC)c2nc3ccccc3nc21 (stereo not given),2,x,x,0.8,x,0,-5,-1,-6,-0.3
COc1cc(OC)cc(C(=O)NC(=S)N2CCCCCC2)c1,1,0,-3.2,-1.7,-2.4,-1,-3,-12,-4,-1.1
Cc1nn(Cc2ccccc2)c(C)c1CCC(=O)O,-8,0,1.0,0.0,2.5,2,-6,x,-3,-0.1
CC(C)(C)OC(=O)N1CCC(C(=O)Nc2ccc(C(=O)NCCc3ccccc3)cc2)CC1,-5,-2,x,2.6,x,-7,7,2,1,-0.7
O=C(CCC1CCCN(C2C3CC4CC(C3)CC2C4)C1)NCc1ccc(F)c(F)c1 (stereo not given),0,-1,1.2,0.0,-1.1,0,4,-1,8,0.6
O=C(COC(=O)C12CC3CC(CC(C3)C1)C2)NNC(=O)c1ccccc1,-8,0,0.4,3.9,-0.7,-1,-9,10,2,0.3
Cc1[nH]c(C)c(S(=O)(=O)NCc2ccc(OC(C)C)cc2)c1C(=O)N1CCCC1,-6,0,2.4,2.5,3.9,-1,2,15,22,-0.2
CCCCn1c(N)c(N(CC(C)C)C(=O)c2cccc(S(=O)(=O)N3CC(C)OC(C)C3)c2)c(=O)[nH]c1=O (stereo not given),1,2,-0.2,1.9,1.9,0,-3,-40,4,-1.6
O=C(NC1CC2CCCC(C1)N2C(=O)Nc1ccccc1)c1ccncc1 (stereo not given),-7,x,0.4,1.1,3.8,0,-7,12,-5,0.5
COc1cccc2c(=O)n(CC(=O)NC3CCCC3)ccc12,-11,2,0.3,0.8,1.8,2,-16,25,-5,-1.3
CC(C)(C)OC(=O)N1CCC(c2c(C(=O)O)cnn2-c2ccccc2)CC1,-10,-1,-0.3,4.5,0.5,-1,6,-4,-4,0.0
Cc1ccc(OCC(=O)NNC(=O)c2cc3ccccc3o2)cc1C,-5,-3,-0.3,1.2,4.3,-2,2,x,-2,x
CCC1(c2ccc(F)cc2)NC(=O)N(CC(=O)c2cc(C)n(C3CC3)c2C)C1=O (stereo not given),-5,-2,0.0,1.6,0.5,0,-8,x,18,-2.7
CCCOC(=O)/C(=C\C=C\c1ccco1)NC(=O)c1ccccc1,10,3,-0.2,3.0,-1.6,6,17,0,-3,0.4

# 2 entries drawn at random from the list so far:
SMILES,Tat export inh,Wnt act,Ecoli viability,phage Ecoli inh,AddAB inh,DAGLB inhibitor,PvdQ inh,PfHsp90 set2,Rtt109 HAT inh,CAL PDZ FP
Cc1cccc(C(=O)NCC(=O)N2CCN(S(=O)(=O)c3ccc4c(c3)OCCO4)CC2)c1,0,-4,0.3,1.4,1.4,1,-8,22,7,0.6
CC(C)COc1ccc2[nH]c3c(c2c1)CCCC3=O,-7,x,0.6,0.9,-1.5,-1,-18,-7,-16,-0.9

# Next results follow.
SMILES,Tat export inh,Wnt act,Ecoli viability,phage Ecoli inh,AddAB inh,DAGLB inhibitor,PvdQ inh,PfHsp90 set2,Rtt109 HAT inh,CAL PDZ FP
Cc1ccc(-c2nn3c(C)nnc3c3ccccc23)cc1S(=O)(=O)NCc1ccccc1,3,x,-0.8,3.0,1.6,2,-7,x,-4,-7.3
Cc1c(C(=O)N2CCC(Cc3ccccc3)CC2)sc2ncnc(N3CCC(C)CC3)c12,5,-16,-0.6,3.2,1.8,-2,-14,-70,-2,-1.0
O=C(Nc1ccc(S(=O)(=O)N2CCCC2)cc1)N1c2ccccc2Sc2ccccc21,-2,4,2.2,4.2,4.1,-3,-12,18,2,-3.7
Cc1ccc(C(C(=O)NCc2ccco2)N(C(=O)CNC(=O)c2cccs2)c2c(C)cc(C)cc2C)cc1 (stereo not given),-4,-11,-0.9,3.5,0.4,2,0,-16,-6,-1.4
Cc1cc(NC(=O)c2ccccc2Oc2ccccc2)no1,7,x,-2.0,1.1,-1.2,-3,4,2,-3,-0.2
Cc1ccccc1SCC(=O)Nc1cc(S(=O)(=O)N2CCOCC2)ccc1N1CCOCC1,-1,2,-1.9,0.1,-1.4,0,-10,-20,9,-0.7
CC(C)C(=O)Nc1nnc(NC(=S)Nc2ccccc2)s1,-2,8,2.8,3.2,1.0,1,-15,-18,8,14
C=C(C)CSc1nnc([C@@H]2CCCN2C(=O)OC(C)(C)C)o1,13,-4,-2.9,4.2,-1.2,-2,9,-3,-4,0.3
O=C1CC(=O)Nc2cc(S(=O)(=O)N3CCOc4ccc(Cl)cc43)ccc2N1,-6,-3,-0.7,2.3,3.9,3,-10,x,0,-1.5
c1ccc(-c2noc(CN3CCN(C(c4ccccc4)c4ccccc4)CC3)n2)cc1,-9,x,2.1,0.4,4.8,-16,1,-16,x,-1.6
CC(=O)c1ccc(NC(=O)C(C)N2CCN(C/C=C/c3ccccc3)CC2)cc1 (stereo not given),4,0,-1.9,2.9,-0.6,0,6,3,8,-1.2
Cc1cccc(Nc2ncnc3nc[nH]c23)c1C,7,10,1.3,2.2,-1.4,1,18,5,9,-0.2
CCCCN=C(NNc1ccc(Br)cc1)C(=O)OCC,-6,-11,0.3,0.2,2.5,-6,20,46,-2,-2.6
COC(=O)CCS(=O)(=O)c1ccc(Cl)c(Cl)c1,x,0,1.1,4.4,1.2,x,x,x,x,x
CC(C)(C)c1ccc(/C=C/C(=O)NCCCN2CCOCC2)cc1,2,-4,-1.4,1.3,2.0,-1,-14,18,-3,-1.5
Cc1c(C(=O)N2C[C@@H](C)O[C@@H](C)C2)oc2c(F)cccc12,10,12,0.6,0.9,1.9,-2,-13,-22,1,-0.1
Cc1cccc(NC(=O)CCS(=O)(=O)c2ccc3c(c2)oc(=O)n3C)c1,-10,1,-1.9,1.3,1.4,-1,0,2,23,0.8
O=C(Cc1cccs1)NCc1cccc(F)c1,4,15,-2.4,3.5,4.3,-2,-2,1,x,-1.9
Cn1c(=O)c2c(nc(NCC3CCCO3)n2Cc2cccc(Br)c2)n(C)c1=O (stereo not given),2,-7,0.8,2.6,1.4,-1,2,-4,-1,-0.5
CN1CCCN(CC(O)COCc2cccs2)CC1 (stereo not given),0,x,0.4,2.1,2.0,-1,-15,7,20,-0.8
O=C(NCC1CCCO1)c1ccc(COc2ccccc2Br)cc1 (stereo not given),0,-2,-1.3,3.7,2.0,-1,-21,8,-6,-2.3
COc1cccc(C2CC(c3ccccc3)Nc3nc(N)nn32)c1 (stereo not given),-4,-2,-0.2,2.1,4.6,0,-3,3,-1,-0.3
COCCCNC(=O)CN(c1cccc(Cl)c1C)S(C)(=O)=O,-6,x,1.1,1.6,0.2,4,-13,-6,6,-1.5
c1csc(CNCc2ccncc2)c1,0,-1,0.8,2.4,0.7,0,-10,x,2,-1.6
COc1ccccc1N(CC(=O)Nc1ccccc1)S(=O)(=O)c1cccs1,1,7,0.9,0.7,0.1,-1,-2,-35,-7,-0.6
CCCCn1c(=O)c(CCC(=O)OCC(=O)Nc2cc(Cl)ccc2OC)nc2ccccc21,6,x,-2.1,0.5,2.5,-1,-8,39,-22,-0.1

# Structures shown so far that contain four or more nitrogen atoms (ten):
SMILES,Tat export inh,Wnt act,Ecoli viability,phage Ecoli inh,AddAB inh,DAGLB inhibitor,PvdQ inh,PfHsp90 set2,Rtt109 HAT inh,CAL PDZ FP
C=CCn1c(N)c(C(=O)OC(C)CC)c2nc3ccccc3nc21 (stereo not given),2,x,x,0.8,x,0,-5,-1,-6,-0.3
CCCCn1c(N)c(N(CC(C)C)C(=O)c2cccc(S(=O)(=O)N3CC(C)OC(C)C3)c2)c(=O)[nH]c1=O (stereo not given),1,2,-0.2,1.9,1.9,0,-3,-40,4,-1.6
O=C(NC1CC2CCCC(C1)N2C(=O)Nc1ccccc1)c1ccncc1 (stereo not given),-7,x,0.4,1.1,3.8,0,-7,12,-5,0.5
Cc1ccc(-c2nn3c(C)nnc3c3ccccc23)cc1S(=O)(=O)NCc1ccccc1,3,x,-0.8,3.0,1.6,2,-7,x,-4,-7.3
Cc1c(C(=O)N2CCC(Cc3ccccc3)CC2)sc2ncnc(N3CCC(C)CC3)c12,5,-16,-0.6,3.2,1.8,-2,-14,-70,-2,-1.0
CC(C)C(=O)Nc1nnc(NC(=S)Nc2ccccc2)s1,-2,8,2.8,3.2,1.0,1,-15,-18,8,14
c1ccc(-c2noc(CN3CCN(C(c4ccccc4)c4ccccc4)CC3)n2)cc1,-9,x,2.1,0.4,4.8,-16,1,-16,x,-1.6
Cc1cccc(Nc2ncnc3nc[nH]c23)c1C,7,10,1.3,2.2,-1.4,1,18,5,9,-0.2
Cn1c(=O)c2c(nc(NCC3CCCO3)n2Cc2cccc(Br)c2)n(C)c1=O (stereo not given),2,-7,0.8,2.6,1.4,-1,2,-4,-1,-0.5
COc1cccc(C2CC(c3ccccc3)Nc3nc(N)nn32)c1 (stereo not given),-4,-2,-0.2,2.1,4.6,0,-3,3,-1,-0.3
